Bioassay records from PubChem.
BLM helicase inh: inhibitors of human Bloom syndrome helicase BLM. Potency, µM (highest dose often 56.1 µM), for inactives: top-dose activity change, negative = inhibition, hits mostly inhibitors. recombinant BLM DNA unwinding, fluorescence dequenching. P54132. 350,000 tested, 0.2% active. AID 2528;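 also: plate controls were vehicle for no effect and no enzyme for full effect; nearly all actives have a fitted effect of over 35% in size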
Pol eta inh: DNA polymerase eta (human) inhibition; Q9Y253; recombinant Pol eta, fluorescent DNA replication assay; Potency, µM (titrated, usually from 114 µM), for inactives: at the top dose activity change, negative = inhibition, hits mostly inhibitors; 390,000 tested, 1.2% active; AID 588591; also: % is scaled to controls: 0 for no effect and ±100 for the full control effect
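Pol eta at 10 nM preincubated with compounds 15 min at room temperature; reaction started with fluorescent substrate (50 nM final) and read kinetically at 0 and 10 min.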
Pol iota inh: inhibitors of human DNA polymerase iota; Pol iota fluorescent replication assay, 10 min; AID 588590; 390,000 tested, 1% active; Q9UNA4; Potency, µM (highest dose often 115 µM), for the others: top-dose activity, negative = inhibition, hits mostly inhibitors
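Fluorescent replication assay read twice, at 0 min and 10 min after adding 50 nM (final) substrate. Enzyme (10 nM) and compounds were first incubated 15 min at room temperature; enzyme-free buffer wells were negative controls.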
G9a block: G9a (human) methyltransferase inhibition; Q96KQ7; G9a H3K9 monomethylation, AlphaScreen, 2 h; Potency, µM (titrated, usually from 102 µM), for the others: at the top dose activity, negative = inhibition, actives largely listed as inhibitors; 350,000 tested, 8.8% active; also: % is scaled to controls: 0 for no effect and ±100 for the full control effect; nearly all actives have a fitted effect of over 75% in size
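Step 1: enzyme (final 20 nM) with compound, 15 min RT. Step 2: substrate peptide 500 nM and SAM 20 uM, 2 h RT. Step 3: anti-H3K9me1 antibody and AlphaScreen beads, 10 min, then plate read.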
Pol beta inh: DNA polymerase beta (human) inhibition; Pol beta primer extension/strand displacement, fluorescence kinetic; 340,000 tested, 1.3% active; P06746; AID 485314; Potency, µM (series often up to 114 µM), for inactives: at the highest dose activity change, negative = inhibition, usual class: inhibitors; also: % is scaled to controls: 0 for no effect and ±100 for the full control effect
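Homogeneous kinetic assay of primer extension and strand displacement by 10 nM Pol beta, preincubated 15 min at room temperature with compound before 50 nM substrate (final) was added. Read at 0 and 10 min; four-parameter Hill fit.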
JMJD2A Tudor: inhibitors of human JMJD2A Tudor domain; Potency, µM (highest dose often 114 µM), for inactives: at the top dose activity change, negative = inhibition, actives largely listed as inhibitors; 390,000 tested, 4.4% active; AlphaScreen JMJD2A-Tudor / H3K4me3 peptide binding; also: % is scaled to controls: 0 for no effect and ±100 for the full control effect; nearly all actives have a fitted effect of over 50% in size
Pol kappa inh: blocks human DNA polymerase kappa activity; purified Pol kappa, fluorescent DNA synthesis assay, 10 min; Potency, µM (series often up to 107 µM), without a hit: at the highest dose activity, negative = inhibition, hits mostly inhibitors; 400,000 tested, 0.53% active; AID 588579; also: % is scaled to controls: 0 for no effect and ±100 for the full control effect
Target sequence (Q9UBT6 whole entry, looked up): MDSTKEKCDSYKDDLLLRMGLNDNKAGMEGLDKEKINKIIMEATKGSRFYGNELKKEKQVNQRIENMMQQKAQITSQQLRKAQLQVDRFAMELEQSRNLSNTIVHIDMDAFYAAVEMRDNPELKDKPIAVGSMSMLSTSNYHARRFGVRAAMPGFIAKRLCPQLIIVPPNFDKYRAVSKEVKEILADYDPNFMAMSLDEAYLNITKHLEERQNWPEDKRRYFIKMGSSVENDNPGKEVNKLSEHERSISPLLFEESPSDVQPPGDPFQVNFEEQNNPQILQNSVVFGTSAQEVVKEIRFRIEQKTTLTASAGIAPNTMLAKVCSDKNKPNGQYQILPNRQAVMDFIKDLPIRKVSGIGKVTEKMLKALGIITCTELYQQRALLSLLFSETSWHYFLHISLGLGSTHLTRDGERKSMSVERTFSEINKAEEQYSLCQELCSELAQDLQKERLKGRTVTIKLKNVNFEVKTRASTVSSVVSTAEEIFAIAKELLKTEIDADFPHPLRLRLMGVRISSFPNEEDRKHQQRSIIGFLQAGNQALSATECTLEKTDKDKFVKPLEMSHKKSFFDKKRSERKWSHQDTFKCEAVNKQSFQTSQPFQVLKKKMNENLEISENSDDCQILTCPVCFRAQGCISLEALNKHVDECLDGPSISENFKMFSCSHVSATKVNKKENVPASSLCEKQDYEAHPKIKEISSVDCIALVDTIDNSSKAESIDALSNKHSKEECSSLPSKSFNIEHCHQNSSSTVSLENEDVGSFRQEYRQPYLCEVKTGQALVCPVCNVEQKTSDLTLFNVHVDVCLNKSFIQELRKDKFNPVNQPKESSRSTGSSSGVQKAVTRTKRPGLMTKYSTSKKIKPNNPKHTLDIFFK
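10 nM Pol kappa preincubated 15 min at room temperature with compounds, then reaction started with substrate at 50 nM final. Fluorescence read kinetically at 0 and 10 min; buffer-only wells served as negative control.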
BAZ2B block: BAZ2B (human) inhibition. Q9UIF8. AlphaScreen BAZ2B-H3K14Ac peptide displacement. Potency, µM (series often up to 114 µM), inactives show at the top dose activity change, negative = inhibition, most hits filed as inhibitors. 360,000 tested, 4.4% active; also: % is scaled to controls: 0 for no effect and ±100 for the full control effect; nearly all actives have a fitted effect of over 60% in size
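AlphaScreen luminescence quantifies BAZ2B engagement of H3K14Ac peptide; the protein and biotinylated peptide are both at 50 nM final, buffer PBS pH 7.4 with 0.01% Tween-20, all steps at room temperature.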
APEX1 inh: inhibitors of human APE1 endonuclease | P27695 | recombinant APE1, TAMRA/BHQ-2 abasic DNA cleavage fluorescence | Potency, µM (series often up to 65.8 µM), for the others: at the top dose activity change, negative = inhibition, most hits filed as inhibitors | 350,000 tested, 0.35% active;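 also: plate controls were vehicle for no effect and reference inhibitor for full effect; nearly all actives have a fitted effect of over 55% in size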
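Readout is kinetic fluorescence (ex 525, em 598 nm) from cleavage of 50 nM TAMRA/BHQ-2 THF abasic duplex by 0.75 nM APE1, compound added 15 min beforehand at RT.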
* hit, by the source's call; ? = inconclusive; . = no result given; & = joins results of further samples; [ ] = another dose, or the depositor's remark. Calls follow the shape of the dose curve; as a rule, active = well fitted curve in the direction sought with a large enough effect; inconclusive = small, poorly fitted or top-dose-only effect, or another doubt; inactive = no such curve, though single readings can be large; an effect the other way counts as inactive or inconclusive. Potency is read from the fitted curve at half-maximal effect. Not all compounds are listed. The share of hits here may be higher or lower than overall.

Fields – BLM helicase inh	Pol eta inh	Pol iota inh	G9a block	Pol beta inh	JMJD2A Tudor	Pol kappa inh	BAZ2B block	APEX1 inh
Cc1nn(C)cc1C1C(C#N)=C(N)N(c2ccc(F)c([N+](=O)[O-])c2)C2=C1C(=O)CCC2 (stereo unspecified)
    -5%	-1%	52%[activator]	?	-22%	-2%	-19%	-9%	-6%
O=C(CSc1ccccc1C(=O)O)Nc1cccc(C(=O)O)c1
    1%	-14%	-13%	-7%[59 µM]	4%	-13%	-9%	9%	6%
NS(=O)(=O)c1ccc(CCNC(=O)c2cc3ccccc3oc2=O)cc1
    -16%	-8%	35%[activator]	?	1%	-6%	-15%	-6%	18%
COC(=O)c1c(NC(=O)C(C)C)sc2c1CCN(Cc1ccccc1)C2
    -4%	-22%	-8%	.	20%	-18%	1%	-6%	-7%
CC(C)OCCCNC(=O)Cc1ccc(NC(=O)N2CCCCc3ccccc32)cc1
    1%	-15%	19%	14%[59 µM]	0%	-17%	0%	-6%	.
COc1cc(/C=N/NC(=O)Cc2c[nH]c3ccccc23)cc(OC)c1OC
    -8%	0%	6%	-3%	4%	-12%	7%	?	-8%
Cc1nc(SCC(=O)NC(=O)NCc2ccco2)nc(C)c1C
    -16%	-21%	?	50µM*	18µM*	-28%	-14%	?	-6%
O=c1[nH]cnc2c1c(-c1ccccc1)cn2-c1ccccc1
    -3%	-22%	23%	-4%	3%	7%	-4%	?	-18%
O=S(=O)(c1ccc(F)cc1)N1CCN(c2ncccn2)CC1
    1%	30%	-19%	0%	-6%	-18%[11.4 µM]	0%	-33%	3%
CC(C)c1nc2sc3c(=O)n(N)cnc3c2c2c1COC(C)(C)C2
    3%	-18%	-2%	32%[59 µM]	13%	3%	-2%	11%	4%
Cc1ccc(C2=NS(=O)(=O)N(C)C(C(=O)NC3CCCC3)=C2)cc1
    1%	-23%	41%[activator]	4%	10%	-9%	3%	-4%	24%
Cc1cccc(-c2nnc(SCCOc3ccc4c(C)cc(=O)oc4c3)o2)c1
    -2%	-10%	8%	-49%[59 µM]	-7%	-3%	-10%	-4%	1%
CCOc1ccc(NC(=O)CN(C)C(=O)c2ccc(OCc3ccccc3)c(OC)c2)cc1OCC
    .	-5%	2%	-31%	.	-32%	-16%	-10%	-16%
Cc1ccc2c(=O)cc(C(=O)N(Cc3ccc(C(C)(C)C)cc3)C3CCS(=O)(=O)C3)oc2c1 (stereo unspecified)
    -7%	-10%	-1%	-29%[59 µM]	-25%	-20%	-11%	-27%	.
CC(NC(=O)c1ccco1)C1CCCO1 (stereo unspecified)
    -4%	-8%	-4%	?	11%	3%	6%	-6%	14%
Cc1c(C(c2ccc(O)cc2)c2c(C)n(C)n(-c3ccccc3)c2=O)c(=O)n(-c2ccccc2)n1C
    1%	2%	-10%	?	1%	-10%	-11%	.	-1%
Clc1nccc(NCc2ccccc2)n1
    .	7%	126%[activator]	.	.	-5%	-11%	.	.
Cc1ccccc1NC(=O)Cn1cnc2c(oc3nc4c(cc32)COC(C)(C)C4)c1=O
    -4%	-10%	-5%	-10%[59 µM]	?	-12%	-22%	-3%	-1%
O=C(COc1ccc(Cl)cc1)NNC(=O)c1cccnc1
    -2%	-13%	110%[activator]	3%	-9%	-7%	-5%	-37%	-3%
CC(=O)N1CCN(C(=O)c2ccc3c(c2)OCCO3)CC1
    -5%	-9%	-5%	-8%	-6%	-12%	3%	-22%	35%
O=C(C1=C[C@H](c2coc3ccccc3c2=O)C[C@H](OCc2ccc(CO)cc2)O1)N1CCN(Cc2ccccc2)CC1
    -4%	-16%	-25%	7%[59 µM]	27%	?	-7%	-16%	13%
CN1CCc2c(OCC(=O)N3CCCc4ccccc43)cccc2C1=O
    -2%	7%	121%[activator]	-32%	-1%	-3%	-17%	?	-3%
O=C(Nc1ccccn1)[C@@H]1CCC(=O)N1C(=O)OCc1ccccc1
    2%	-10%	6%	-44%[59 µM]	10%	0%	-1%	-3%	12%
Cc1ccc(NC(=O)CN2CCN(c3ccccn3)CC2)cc1S(=O)(=O)N(C)C
    1%	-16%	72%[activator]	4%	11%	-5%	0%	-17%	0%
CS(=O)(=O)Nc1ccccc1C(=O)Nc1ccc2c(c1)OCCO2
    -1%	-1%	6%	-25%[12.7 µM]	16%	-23%	-3%	-2%	2%
CCOC(=O)N1CCN(c2c(NCc3cccs3)c(=O)c2=O)CC1
    -4%	-8%	17%	5%	?	-4%	-2%	12%	9%
Cc1cc2n(n1)SC(Nc1ccc(F)c(Cl)c1)N2 (stereo unspecified)
    -3%	-9%	-18%	1.4µM*	-21%	?	-5%	-4%	3%
CCOc1cc(N2CCOCC2)c(OCC)cc1NC(=O)COc1ccccc1[N+](=O)[O-]
    -1%	-7%	6%	-25%	25%	-10%	5%	-14%	-9%
COc1ccc(-c2noc(CNC(=O)c3ccoc3C)n2)cc1OC
    -5%	-17%	136%[activator]	15%	-14%	-17%	2%	-11%	13%
CC(C)N(C(=O)CSc1nnc(Cc2ccc3c(c2)OCO3)n1C)C(C)C
    -7%	-5%	38%[activator]	5%	9%	-19%	-15%	-7%	19%
Cc1ccc(C(=O)Oc2ccc([N+](=O)[O-])cc2)cc1S(=O)(=O)N1CCCCCC1
    5%	-19%	-15%	21%[59 µM]	-23%	-26%	-7%	-12%	2%
O=C(Nc1ccc(OCc2ccccc2)cc1)c1cccnc1
    -5%	-4%	9%	45%	0%	-7%	0%	-5%	0%
CCCCOc1ccc(C(=O)N/C(=C/C=C/c2ccccc2)C(=O)NCCO)cc1
    -11%	-17%	-12%	?	-1%	-33%	-8%	?	0%
c1ccc(-c2cc(N3CCCCC3)nc(-c3ccccc3)n2)cc1
    -1%	5%	1%	4%[59 µM]	3%	22%	0%	9%	0%
CC(=O)N1CCOc2ccc(S(=O)(=O)N3C(C)CCCC3C)cc21 (stereo unspecified)
    0%	2%	?	9%	32%	-11%	-2%	-16%	17%
CCOC(=O)C1CCN(C(=O)c2cc3cc4ccc(C)cc4nc3o2)CC1
    -1%	-16%	34%[activator]	79µM*	17%	-13%	-2%	-9%	43%
Cc1c(C(=O)O)sc(S(=O)(=O)N2CCN(C(=O)Cc3ccc(Cl)cc3)CC2)c1C(=O)O
    .	?	?	.	.	-16%	-21%	.	.
O=C(c1cc2nc(-c3ccc(F)cc3)cc(C(F)(F)F)n2n1)N1CCCCC1c1cccnc1 (stereo unspecified)
    -8%	-20%	171%[activator]	33%	?	-17%	-11%	6%	18%
CCOc1cc(/C=C(\C#N)C(=O)Nc2ccc(OC)cc2)ccc1OCc1cc(=O)n2nc(CC)sc2n1
    -2%	?	-4%	0%[59 µM]	0%	-3%	0%	1%	.
CN(C)c1ccc(C(CNS(=O)(=O)c2ccc(F)cc2)c2c[nH]c3ccccc23)cc1 (stereo unspecified)
    -9%	-26%	-4%	10µM*	-1%	25µM*	-15%	18µM*	-8%

Entries shown so far containing a cyano group:
Fields – BLM helicase inh	Pol eta inh	Pol iota inh	G9a block	Pol beta inh	JMJD2A Tudor	Pol kappa inh	BAZ2B block	APEX1 inh
Cc1nn(C)cc1C1C(C#N)=C(N)N(c2ccc(F)c([N+](=O)[O-])c2)C2=C1C(=O)CCC2 (stereo unspecified)
    -5%	-1%	52%[activator]	?	-22%	-2%	-19%	-9%	-6%
CCOc1cc(/C=C(\C#N)C(=O)Nc2ccc(OC)cc2)ccc1OCc1cc(=O)n2nc(CC)sc2n1
    -2%	?	-4%	0%[59 µM]	0%	-3%	0%	1%	.

Other entries follow.
Fields – BLM helicase inh	Pol eta inh	Pol iota inh	G9a block	Pol beta inh	JMJD2A Tudor	Pol kappa inh	BAZ2B block	APEX1 inh
O=C(CSc1cn(CCNC(=O)c2cccc(C(F)(F)F)c2)c2ccccc12)Nc1ccc2c(c1)OCCO2
    -10%	-27%	?	?	0%	-24%	-29%	-30%	.
[O-][n+]1onc2c1CCc1[nH]c(-c3ccccc3)nc1-2
    -5%	-1%	101%[activator]	.	23%	-2%	-16%	-7%	21%
COc1cc(NS(=O)(=O)c2ccc(OC)c(OC)c2)cc(OC)c1
    1%	-4%	-2%	14%[12.7 µM]	34%	-10%	-15%	8%	-2%
CC(C)(C)C(=O)NC1CC2CCCC(C1)N2C(=O)Nc1ccccc1F (stereo unspecified)
    -1%	-20%	159%[activator]	7%	-1%	7%	-12%	-23%	30%
Cn1nc(C(F)(F)F)c(-c2ccc(F)cc2)c1NC(=O)c1ccco1
    -4%	-24%	23%	3%	22%	-3%	1%	-2%	0%
O=C(CCc1ccccc1)N1CCN(c2ccc([N+](=O)[O-])cc2)CC1
    -9%	-13%	-5%	-34%	-4%	-27%	1%	?	16%
CC(C)(C)CC(=O)NCC(c1ccc2c(c1)OCO2)N1CCOCC1 (stereo unspecified)
    -1%	-15%	-16%	25%[59 µM]	0%	2%	5%[60.1 µM]	7%	.
COc1cc(C(=O)Nc2cc(C)ccc2C)ccc1OCc1c(C)noc1C
    .	3%	26%	.	.	-4%	-15%	.	0%
COc1ccccc1NS(=O)(=O)c1cccc(-n2c(O)c(C=Nc3ccccc3C(=O)O)c3ccccc3c2=O)c1
    -25%	20µM*	?	45µM*	56µM*	56µM*	-42%	40µM*	-5%
Cc1ccc2[nH]c(=O)c3cc(C(=O)N(C)C4CCCCC4)sc3c2c1
    -6%	-2%	-6%	6%[59 µM]	0%	-12%	-14%	-15%	9%
O=C(NCc1nnc(SCC(=O)N2CCCc3ccccc32)o1)c1ccccc1F
    -3%	-3%	8%	-30%	-3%	-17%	-16%	.	4%
COCC(=O)Nc1cc(OC)ccc1OC
    1%	-18%	-14%	?	-1%	-7%[57.1 µM]	-7%	-2%	0%
COC(=O)c1cc(NC(=O)Cn2c(=O)cnc3ccccc32)cc(C(=O)OC)c1
    0%	-11%	-13%	-7%	10%	1%	13%	8%	-5%
COc1ccccc1CC(=O)Nc1ccc(F)cc1F
    0%	-16%	22%	99%[activator]	3%	0%	9%	3%	0%
CC(C)Cn1cc(C(=O)NCCCN2CCC(C)CC2)c2c3ccccc3n(C)c2c1=O
    .	-12%	3%	.	.	-5%	3%	.	.
COc1ccc(-c2cc(C(=O)O)no2)cc1
    7%&1%	2%	32%[activator]	5%[59 µM]	2%	-12%	-16%[60.1 µM]	-20%	6%&2%
